Screens: PubChem BioAssay, National Center for Advancing Translational Sciences (NCATS)
pAkt inh – inhibitors of Akt phosphorylation. AID 651550. Neuro2A IGF-stimulated pAkt S473 HTRF, 20 min; active compounds read low. 360,000 compounds, 0.32% hits. activity change, % for hits at 50 µM; in the data active = activity change below about -80%; inconclusive = mostly about -51% to -80%; note: % is set by controls: 0 for no effect and ±100 for the full control effect
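Neuro2A cells in DMEM with 0.5% FBS, overnight at 37 deg C, given compound at single 50 µM final, then IGF (6 nM final) for 20 min at 37 deg C. Lysed; phospho-Akt Ser473 by HTRF after 24 h, 665/615 ratio.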
Nrf2 activator – Nrf2 pathway activation | AREc32 ARE-luciferase reporter (MCF7-derived line), luminescence, 24 h | Potency, µM (highest dose often 46.1 µM), for inactives: at the top dose activation, actives largely listed as activators | 410,000 compounds, 0.31% hits | AID 624171; note: potency is the fitted concentration of half-maximal effect; % of control where 0% means no effect; nearly all actives have a fitted effect of over 65% in size
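ARE-driven firefly luciferase activity in AREc32 cells measured after a 24 hr compound exposure at 37 deg C, using Steady-Glo reagent and a 30 min room-temperature hold.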
A549 viability – kills or reduces viability of A549 cells in Nrf2 counter-screen. Potency, µM (highest dose often 46 µM), inactives show top-dose activity change, negative = cytotoxicity, actives largely listed as inhibitors. A549 ARE-Fluc cells, CellTiter-Fluor viability, 18-24 h. 390,000 compounds, 0.16% hits. AID 504648; note: potency is the fitted concentration of half-maximal effect; % is set by controls: 0 for no effect and ±100 for the full control effect
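Cytotoxicity counterscreen: CellTiter-Fluor fluorescence was measured in A549 ARE_Fluc cells after 18-24 h of compound exposure in a concentration series. The subsequent BugLite luminescent read reports ARE-luciferase activity.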
HepG2 viability – counter-screen for TGF-b inhibitors: cytotoxicity in HepG2 cells; HepG2 CAGA-GFP viability, ATP luminescence, 18 h; Potency, µM (top dose mostly 46.1 µM), for the others: at the highest dose activity change, negative = cytotoxicity, actives largely listed as cytotoxic; 410,000 compounds, 0.76% hits; AID 588856; note: potency is the fitted concentration of half-maximal effect; some results filed as inactive show a strong effect at the top dose
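HepG2 CAGA-GFP cells (1000/well, DMEM with 1% FBS) received compound, then TGF-beta at 500 pg/mL final, and were incubated 18 hours at 37 degrees C. Viability was read by CellTiter-Glo luminescence. Media-only wells were set as complete cell-killing and DMSO as no toxicity.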
MmCpn inh – inhibitors of Methanococcus maripaludis chaperonin (MmCpn); purified Mm-Cpn ATPase, ADP Transcreener TR-FRET; Potency, µM (titrated, usually from 76.9 µM), inactives show at the top dose activity, negative = inhibition, usual class: inhibitors; 330,000 compounds, 0.031% hits; note: potency is the fitted concentration of half-maximal effect; % is set by controls: 0 for no effect and ±100 for the full control effect; nearly all actives have a fitted effect of over 80% in size
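Quantitative HTS used 25 nM Mm-CPN and 10 uM ATP in magnesium/KCl Tris buffer, pH 7.4, with 1 mM DTT. Hydrolysis ran 30 min at 37°C; ADP was read by HTRF.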
Nrf2 inh – inhibitors of Nrf2 signaling. A549 ARE-Fluc reporter, luciferase luminescence, 18-24 h. Potency, µM (titrated, usually from 46 µM), without a hit: at the highest dose activity change, negative = inhibition, actives largely listed as inhibitors. 360,000 compounds, 2.1% hits. AID 504444; note: potency is the fitted concentration of half-maximal effect; % is set by controls: 0 for no effect and ±100 for the full control effect; nearly all actives have a fitted effect of over 60% in size
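Reporter: ARE-Fluc in A549. Exposure: 18-24 h, 37 °C, 5% CO2, 5% FBS OPTI-MEM. Readouts: fluorescent cytotoxicity (CellTiter-Fluor), then luminescent Nrf2 signal after BugLite.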
S2 tox – viability counter-screen for ATXN expression inhibitors; AID 651635; Potency, µM (titrated, usually from 56.7 µM), hits mostly cytotoxic; 400,000 compounds, 0.49% hits; S2 cells (HEK-293 line with an ATXN2-luciferase reporter) viability, CellTiter-Fluor protease fluorescence, 24 h; note: potency is the fitted concentration of half-maximal effect; nearly all actives have a fitted effect of over 40% in size
CCT modulator – modulators of cytosolic chaperonin (CCT/TRiC) activity | 360,000 compounds, 0.3% hits | purified chaperonin ATPase assay, HTRF ADP detection, 30 min | AID 651819 | activity change, % (no concentration beside the values), hits read low; in the data active = activity change below about -30%; note: % is set by controls: 0 for no effect and ±100 for the full control effect
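TRiC at 40 or 20 nM final (batch-dependent) in 30 mM Tris pH 7.4, 100 mM KCl, 5 mM MgCl2, 1 mM DTT, with compound at single 76 uM and 10 uM ATP, 30 min at 37 deg C. ADP detected by HTRF Transcreener, 665/615 ratio.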
TGFb inhibitor – TGF-b pathway inhibition; Potency, µM (top dose mostly 46.1 µM), inactives show at the highest dose activity, negative = inhibition, usual class: inhibitors; AID 588855; HepG2 CAGA-GFP TGF-b/SMAD3 reporter, GFP fluorescence, 18 h; TGF-beta stimulated, 500 pg/mL final; 410,000 compounds, 1.2% hits; note: potency is the fitted concentration of half-maximal effect; % is set by controls: 0 for no effect and ±100 for the full control effect; nearly all actives have a fitted effect of over 65% in size
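GFP signal (ex488/em500-530) from TGF-beta-stimulated HEPG2 CAGA-GFP cells, 500 pg/mL final, 18 h at 37 degrees C in DMEM plus 1% FBS, normalized to unstimulated and DMSO-stimulated controls.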
Numbers without * were called inactive; [ ] = another dose, or the depositor's remark. Unless noted, calls come from the whole dose curve; as a rule, active = well fitted curve in the direction sought with a large enough effect; inconclusive = small, poorly fitted or top-dose-only effect, or another doubt; inactive = no such curve, though single readings can be large; an effect the other way counts as inactive or inconclusive.

The first 3 records, to show the layout:
For O=S(=O)(NC1CCCCC1)c1ccc(N2CCOCC2)nc1 the results were pAkt inh inactive, Nrf2 activator -0.4%, A549 viability 3%, HepG2 viability -18%, MmCpn inh -17%, Nrf2 inh -17%, S2 tox inconclusive, CCT modulator -1.3 and TGFb inhibitor -12%.
`CCCCCc1ccc(S(=O)(=O)Nc2cc(C)ccn2)cc1` gave pAkt inh inactive, Nrf2 activator 0.5%, A549 viability -7%, HepG2 viability 2%, MmCpn inh 3%, Nrf2 inh inconclusive, S2 tox inactive, CCT modulator 1.4 and TGFb inhibitor -5%.
For O=C(Cn1c(COc2ccccc2)nc2ccccc21)Nc1cccc(Cl)c1 the results were pAkt inh inactive, Nrf2 activator 2.8%, A549 viability -8%, HepG2 viability -4%, MmCpn inh 1%, Nrf2 inh 11%, S2 tox inactive, CCT modulator -0.7 and TGFb inhibitor -7%.

This part in full, from the start:
For O=S(=O)(NC1CCCCC1)c1ccc(N2CCOCC2)nc1 the results were pAkt inh inactive, Nrf2 activator -0.4%, A549 viability 3%, HepG2 viability -18%, MmCpn inh -17%, Nrf2 inh -17%, S2 tox inconclusive, CCT modulator -1.3 and TGFb inhibitor -12%.
`CCCCCc1ccc(S(=O)(=O)Nc2cc(C)ccn2)cc1` gave pAkt inh inactive, Nrf2 activator 0.5%, A549 viability -7%, HepG2 viability 2%, MmCpn inh 3%, Nrf2 inh inconclusive, S2 tox inactive, CCT modulator 1.4 and TGFb inhibitor -5%.
For O=C(Cn1c(COc2ccccc2)nc2ccccc21)Nc1cccc(Cl)c1 the results were pAkt inh inactive, Nrf2 activator 2.8%, A549 viability -8%, HepG2 viability -4%, MmCpn inh 1%, Nrf2 inh 11%, S2 tox inactive, CCT modulator -0.7 and TGFb inhibitor -7%.
COc1ccc(N2CCN(C(=O)c3cc4c(=O)n(Cc5cccnc5)ccc4nc3C)CC2)cc1 was read as Nrf2 activator 0.4%, A549 viability 1%, HepG2 viability -12%, Nrf2 inh -17%, S2 tox inactive and TGFb inhibitor -7%.
For Cc1ccccc1Nc1nc(N)nc(COC(=O)/C=C/c2ccco2)n1 the results were pAkt inh inactive, Nrf2 activator 0.0%, A549 viability 1%, HepG2 viability -1%, MmCpn inh -3%, Nrf2 inh 11%, S2 tox inactive, CCT modulator 0.5 and TGFb inhibitor -10%.
`CCCCn1c(N)c(N(CCOC)C(=O)COC(=O)CCOc2ccccc2)c(=O)[nH]c1=O` gave pAkt inh inactive, Nrf2 activator -0.1%, A549 viability 1%, HepG2 viability 0%, MmCpn inh 0%, Nrf2 inh 21%, S2 tox inactive, CCT modulator -1.2 and TGFb inhibitor 5%.
Screening CC(C)Cc1nc(N2CCN(C(=O)c3ccco3)CC2)c(C#N)c2c1CCC2 returned pAkt inh inactive, Nrf2 activator 3.0%, A549 viability -17%, HepG2 viability -42%, MmCpn inh -3%, Nrf2 inh inconclusive, S2 tox inactive, CCT modulator -1.3 and TGFb inhibitor inconclusive.
`O=C(c1cn(-c2ccccc2)nc1-c1cccnc1)N1CCCC(C(F)(F)F)C1` (centres undefined) gave pAkt inh inactive, Nrf2 activator 0.1%, A549 viability -11%, HepG2 viability -12%, MmCpn inh -3%, Nrf2 inh -6%, S2 tox inactive, CCT modulator -3.0 and TGFb inhibitor -6%.
Screening CCOC(=O)Cc1csc(NC(=O)CCCCCN2C(=O)c3ccccc3C2=O)n1 returned pAkt inh inactive, Nrf2 activator 1.4%, A549 viability -4%, HepG2 viability -21%, MmCpn inh -6%, Nrf2 inh inconclusive, S2 tox inactive, CCT modulator -1.6 and TGFb inhibitor inconclusive.
Screening O=C(O)COCC(=O)N1CCCN(c2ccc(C(F)(F)F)cn2)CC1 returned pAkt inh inactive, Nrf2 activator -0.4%, A549 viability 0%, HepG2 viability -4%, MmCpn inh -13%, Nrf2 inh 0%, S2 tox inactive, CCT modulator 2.3 and TGFb inhibitor 0%.
For COCCn1c(=O)[nH]c2cc(C(=O)NC(C)C)ccc2c1=O the results were pAkt inh inactive, Nrf2 activator -0.2%, A549 viability 2%, HepG2 viability -27%, MmCpn inh 0%, Nrf2 inh 2%, S2 tox inactive, CCT modulator 1.5 and TGFb inhibitor 0%.
Screening COc1ccccc1C1CCN(Cc2ccc3ccccc3c2)CC1 returned pAkt inh inactive, Nrf2 activator 6.1%, A549 viability -17%, HepG2 viability -38%, MmCpn inh 3%, Nrf2 inh -1%, S2 tox inconclusive, CCT modulator -6.3 and TGFb inhibitor inconclusive.
Screening COC(=O)c1cc([N+](=O)[O-])c(-n2ccnc2)c([N+](=O)[O-])c1 returned pAkt inh inactive, Nrf2 activator -1.0%[9.22 µM], A549 viability -6%, HepG2 viability -10%, MmCpn inh 0%, Nrf2 inh -12%, S2 tox inactive, CCT modulator -1.3 and TGFb inhibitor -7%.
CCN1C(=O)[C@H]2[C@@H](c3ccc(-c4ccc(OC)cc4)c(OC)c3)N[C@@](C)(C(=O)OC)[C@H]2C1=O was read as pAkt inh inactive, Nrf2 activator 1.6%, A549 viability -7%, HepG2 viability -6%, MmCpn inh -1%, Nrf2 inh -10%, S2 tox inconclusive, CCT modulator -3.2 and TGFb inhibitor 17%.
Screening O=C(Nc1ccc(Cl)cc1Cl)c1ccc2ncsc2c1 returned pAkt inh inactive, Nrf2 activator 0.3%, A549 viability 4%, HepG2 viability 2%, MmCpn inh -23%, Nrf2 inh 12%, S2 tox inactive, CCT modulator 0.2 and TGFb inhibitor -1%.
Screening COc1ccncc1-c1csc(C(O)c2ccccc2)n1 (centres undefined) returned pAkt inh inactive, Nrf2 activator -0.3%, HepG2 viability 12%, S2 tox inactive, CCT modulator 1.0 and TGFb inhibitor 39%[activator].
Screening CCOc1ccc(CNCc2ccccc2Cl)cc1 returned pAkt inh inactive, Nrf2 activator 6.5%, A549 viability -1%, HepG2 viability -33%, MmCpn inh 0%, Nrf2 inh 0%, S2 tox inactive, CCT modulator -1.3 and TGFb inhibitor -32%.
For C[C@H](NC(=O)Cc1cccc2ccccc12)C(=O)N1CCOCC1 the results were pAkt inh inactive, Nrf2 activator -0.1%, A549 viability -3%, HepG2 viability -2%, MmCpn inh 1%, Nrf2 inh 0%, S2 tox inactive, CCT modulator 0.1 and TGFb inhibitor -4%.
For COCCN1CCCC(CNCc2cn(C)nc2-c2ccc(Oc3ccccc3)cc2)C1 (centres undefined) the results were pAkt inh inactive, Nrf2 activator -0.8%, A549 viability -18%, HepG2 viability -39%, MmCpn inh 2%, Nrf2 inh inconclusive, S2 tox inactive, CCT modulator -0.6 and TGFb inhibitor -11%.
`COc1ccc(NC(=O)c2ccccc2N(Cc2ccccc2)S(C)(=O)=O)cc1` gave pAkt inh inactive, Nrf2 activator 0.2%, A549 viability -11%, HepG2 viability -10%, MmCpn inh -2%, Nrf2 inh 10%, S2 tox inconclusive, CCT modulator -0.5 and TGFb inhibitor 1%.
Screening CCCCn1c(N)c(N(CCOC)C(=O)CCC2CCCCC2)c(=O)[nH]c1=O returned pAkt inh inactive, Nrf2 activator -0.2%, A549 viability -2%, HepG2 viability -65%, MmCpn inh 1%, Nrf2 inh -11%, S2 tox inactive, CCT modulator -1.9 and TGFb inhibitor 8%.
`CN(C(=O)C(C)(C)C)[C@H]1C[C@H]2c3[nH]c4ccccc4c3CCN2C(=O)[C@H]1CO` gave pAkt inh inactive, Nrf2 activator 5.0%, HepG2 viability -14%, S2 tox inactive, CCT modulator 0.3 and TGFb inhibitor 20%.
`Cc1cc(=O)n2nc(N3CCCC(C(=O)NCc4ccccc4C)C3)sc2n1` (centres undefined) gave pAkt inh inactive, Nrf2 activator -0.1%, A549 viability -11%, HepG2 viability -2%, MmCpn inh 1%, Nrf2 inh 7%, S2 tox inactive, CCT modulator -0.6 and TGFb inhibitor 4%.
For CCOc1c(Br)cc(C2CC(=O)Nc3cc(OC)c(OC)cc32)cc1OC (centres undefined) the results were pAkt inh inactive, Nrf2 activator 3.8%, A549 viability -17%, HepG2 viability 0%, MmCpn inh -2%, Nrf2 inh -29%, S2 tox inactive, CCT modulator 1.1 and TGFb inhibitor 16%.
Screening Cc1c(C(=O)O)oc2ccc(S(=O)(=O)N3CC(C)CC(C)C3)cc12 (centres undefined) returned pAkt inh inactive, Nrf2 activator -0.7%, A549 viability -1%, HepG2 viability -3%, MmCpn inh -2%, S2 tox inactive, CCT modulator -26 and TGFb inhibitor -1%.
COc1cc(CCC(=O)Nc2ccc(S(=O)(=O)N3CCCC3)cc2)cc(OC)c1OC was read as pAkt inh inactive, Nrf2 activator 0.3%, A549 viability 1%, HepG2 viability 3%, MmCpn inh 1%, Nrf2 inh -17%, S2 tox inconclusive, CCT modulator -1.7 and TGFb inhibitor 14%.
COCC1CCN(C(=O)c2ccc3oc(CCCc4ccccc4)nc3c2)C1 (centres undefined) was read as pAkt inh inactive, Nrf2 activator 0.6%, A549 viability 2%, HepG2 viability -3%, MmCpn inh 1%, Nrf2 inh 23%, S2 tox inconclusive, CCT modulator -2.4 and TGFb inhibitor 0%.
`Clc1ccccc1Nc1ncnc2c1nc1n2CCCCC1` gave Nrf2 activator -0.6%, A549 viability 3%, HepG2 viability -4%, Nrf2 inh inconclusive, S2 tox inactive and TGFb inhibitor -21%.
For CC1CCN(C(=O)c2ccc(S(=O)(=O)N3CCCC3)cc2)CC1 the results were pAkt inh inactive, Nrf2 activator 0.4%, A549 viability -1%, HepG2 viability 4%, MmCpn inh 1%, Nrf2 inh 3%, S2 tox inactive, CCT modulator -0.7 and TGFb inhibitor 10%.
